# ANO1 block: blocks the mouse calcium-activated chloride channel TMEM16A | AID 588511 | normalized B-score (activity score, 25-100; higher = stronger inhibition) at 10 µM | 310,000 tested, 1.2% active | HEK293 TMEM16A/YFP iodide influx fluorescence, ionomycin | Q8BHY3;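 active means ratio plate-corrected score three or more library SD toward inhibition, starting fluorescence score within five deviations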;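 further: score derived from kinetic fluorescence span divided by baseline fluorescence per well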
# TRPC6 activator: activators of mouse TRPC6 channel; HEK293-TRPC6 membrane potential dye fluorescence; stronger effect = higher value; B-score at 10 µM; 310,000 tested, 0.13% active; AID 2550;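 active means B-score of the integrated fluorescence ratio above library mean plus 3 SD, and starting fluorescence ratio within library mean plus 5 SD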;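 further: higher score means more depolarization so channel activation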
# Target sequence (Q61143 whole entry, looked up): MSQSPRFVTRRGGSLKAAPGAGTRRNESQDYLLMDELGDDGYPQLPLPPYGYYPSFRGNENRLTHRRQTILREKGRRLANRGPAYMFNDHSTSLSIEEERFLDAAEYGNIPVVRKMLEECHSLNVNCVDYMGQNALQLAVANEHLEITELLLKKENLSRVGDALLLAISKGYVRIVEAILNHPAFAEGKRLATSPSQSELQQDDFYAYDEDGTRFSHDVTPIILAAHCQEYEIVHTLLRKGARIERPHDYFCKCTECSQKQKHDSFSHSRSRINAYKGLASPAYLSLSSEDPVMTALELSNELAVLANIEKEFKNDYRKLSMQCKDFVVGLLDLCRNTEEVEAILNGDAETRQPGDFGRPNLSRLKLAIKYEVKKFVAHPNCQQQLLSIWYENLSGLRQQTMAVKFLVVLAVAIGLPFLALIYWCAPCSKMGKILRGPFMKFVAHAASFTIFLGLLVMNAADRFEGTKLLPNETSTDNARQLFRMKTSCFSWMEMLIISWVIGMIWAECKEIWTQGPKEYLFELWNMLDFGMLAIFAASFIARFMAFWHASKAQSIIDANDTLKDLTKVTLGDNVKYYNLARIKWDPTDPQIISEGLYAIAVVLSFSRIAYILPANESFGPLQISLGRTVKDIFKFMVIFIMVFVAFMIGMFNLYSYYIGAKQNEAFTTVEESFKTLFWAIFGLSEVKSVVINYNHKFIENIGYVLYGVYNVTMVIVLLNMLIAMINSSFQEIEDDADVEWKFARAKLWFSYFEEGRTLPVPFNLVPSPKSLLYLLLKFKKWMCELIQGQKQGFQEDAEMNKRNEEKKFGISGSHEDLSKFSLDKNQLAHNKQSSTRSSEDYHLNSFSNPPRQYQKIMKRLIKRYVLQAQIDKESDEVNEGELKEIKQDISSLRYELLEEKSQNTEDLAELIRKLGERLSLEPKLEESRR
# RGS4 inh: human RGS4 inhibition | HEK293 M3R/RGS4 inducible, Fluo-4 calcium flux; stronger effect = higher value; triggered by carbachol at its EC20 | B-score at 10 µM | 310,000 tested, 0.45% active | AID 463165;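 active means B-score, a plate-corrected calcium signal, over three deviations above library mean, with baseline fluorescence within five deviations of library mean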;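 further: RGS4 expression induced by doxycycline in cells with stable M3 receptor; B-score is computed from the integrated fluorescence ratio over baseline after carbachol; higher B-score means a larger calcium signal and so more RGS4 inhibition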
# Target sequence (P49798 whole entry, looked up): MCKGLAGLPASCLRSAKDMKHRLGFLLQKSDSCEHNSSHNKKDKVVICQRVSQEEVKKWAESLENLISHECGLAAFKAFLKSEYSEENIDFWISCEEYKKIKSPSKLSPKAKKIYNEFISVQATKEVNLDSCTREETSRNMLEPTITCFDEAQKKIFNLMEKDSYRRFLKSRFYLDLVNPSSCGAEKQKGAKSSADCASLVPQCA
# MrgX1 PAM: human MrgX1 positive allosteric modulation, primary screen | Q96LB2 | MrgX1-HEK293, Fluo-4 calcium flux, FDSS; stronger effect = higher value | B-score at 10 µM | 310,000 tested, 0.63% active;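 active means plate-corrected calcium response at least 3 library SD above typical, normal starting fluorescence, not activating the receptor alone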;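 further: compound read alongside a low EC10 to EC30 dose of BAM8-22 agonist; peak minus trough fluorescence over baseline measured at the second addition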
# SKKanGAS inh: blocks kanamycin growth of S. pyogenes SKKanGAS strain; BacTiter-Glo, 6 h; inhibition, % at 7.5 µM; 300,000 tested, 1.3% active; AID 1662;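 active means mean replicate score, as percent of positive control median, at least 50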;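 further: strain carries kanamycin resistance gene driven by streptokinase promoter and grows in 40 µg/ml kanamycin; loss of luminescence reflects streptokinase promoter inhibition or plain growth inhibition; 0% = median of DMSO wells and 100% = positive control at its reference dose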
# MrgX1 antag: blocks BAM8-22 activation of human MrgX1 receptor. Q96LB2. MRGX1-HEK293 calcium flux, Fluo-4, BAM8-22 antagonism; stronger effect = lower value. B-score at 10 µM. 310,000 tested, 1.3% active;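 active means calcium-response B-score plate-corrected more than 3 library SD below zero, starting fluorescence within 5 deviations, no agonist response on first addition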;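 further: peak minus trough fluorescence over baseline after final BAM8-22 challenge near maximal dose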
# ANO1 activ: activates or potentiates the mouse TMEM16A chloride channel; 340,000 tested, 0.3% active; AID 623877; Q8BHY3; HEK293 TMEM16A/YFP-H148Q/I152L, iodide quench fluorescence; stronger effect = lower value; B-score at 10 µM;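 active means fluorescence-ratio B-score plate-corrected deviation score at least 3 library SD below zero, with starting fluorescence score within 5 deviations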;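 further: channel opened by trigger with iodide after compound preincubation; score built on the fluorescence ratio of max minus min over baseline; more negative score means more quench and so TMEM16A activation or potentiation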
# RGS4 act: potentiators or activators of RGS4; HEK293 M3R/inducible RGS4, carbachol calcium flux Fluo4; stronger effect = lower value; 310,000 tested, 0.92% active; B-score at 10 µM; AID 463111;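 active means B-score of the integrated calcium signal more than 4 SD below the library mean, with starting fluorescence not abnormally high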;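 further: negative B-score means reduced calcium response which marks RGS4 activation or potentiation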
#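 test system = HEK293 cells with stable M3R and inducible RGS4 | schedule = recording 10 s baseline at 1 Hz, 100 s post-agonist | technique = Fluo4-AM (2 µM) calcium-flux fluorescence, kinetic read | measure = Agonist-evoked peak-minus-minimum fluorescence over baseline, integrated ratio, B score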
# TRPC6 inhibitor: mouse TRPC6 channel inhibition; HEK293-TRPC6, membrane potential dye, ACh-evoked depolarization; stronger effect = lower value; B-score at 10 µM; 310,000 tested, 1.1% active; AID 2553;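 active means B-score under library mean minus 3 SD, initial fluorescence not abnormally high, positive integrated signal ratio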;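 further: B-score derived from integrated fluorescence ratio over the kinetic read; more negative B-score means stronger inhibition of depolarization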
# MrgX1 agonist: human MrgX1 receptor agonism, primary screen; MrgX1-HEK293 cells, Fluo-4 calcium fluorescence, agonist mode; stronger effect = higher value; AID 588627; B-score at 10 µM; 310,000 tested, 0.44% active;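 active means calcium response B-score plate-corrected fluorescence ratio at least 3 library SD, with starting fluorescence B-score inside 5 SD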
#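 Test system: HEK293 cells stably expressing human MrgX1 receptor; amount: 15,000 cells per well; doses: compound delivered in addition one of three; times: overnight plating before 1 h dye loading; detection: Fluo-4 NW calcium-flux fluorescence, kinetic read; read-out basis: B-scored fluorescence response ratio; controls: positive and negative controls per plate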
# HDAC3 inhib: human HDAC3 inhibition; recombinant HDAC3, fluorogenic peptide/trypsin coupled, fluorescence; 320,000 tested, 0.15% active; inhibition, % at 8.3 µM; O15379; in the data active means inhibition above about 26%, passing the limit was not always enough
# Active calls of the source: *; i = inactive; . = no result given; & = joins results of further samples. Hits appear at their usual frequency; any-hit rate near 6.7%.
no.	canonical_smiles	HDAC3 inhib	MrgX1 agonist	RGS4 act	RGS4 inh	ANO1 block	MrgX1 antag	TRPC6 inhibitor	ANO1 activ	SKKanGAS inh	TRPC6 activator	MrgX1 PAM
1	O=C(COC(=O)c1cc[n+]([O-])cc1)Nc1ccc([N+](=O)[O-])cc1Cl	-2	i	i	i	i	i	-8.9*	i	13	i	i
2	CCN1CCN(S(=O)(=O)c2ccc(C(=O)Nc3ccccc3)cc2)CC1	11	i	i	i	i	i	i	i	48	i	i
3	COc1ccc(-n2nc3c(c2NC(=O)CCCl)CSC3)cc1	-1	i	i	i	i	i	i	i	-5	i	i
4	O=c1c2cc(Cl)ccc2oc2nc3n(c(=O)c12)CCCS3	-1	i	i	i	i	i	i	i	15	i	i
5	Cc1cc(C)c2[nH]c(=O)c(C(c3nnnn3CC3CCCO3)N3CCCC(C)C3)cc2c1 (stereo unspecified)	3	i	i	i	i	i	i	i	0	i	i
6	CCn1c(SCC(=O)c2ccc(F)cc2)nnc1-c1ccoc1C	5	i	i	i	i	i	i	i	1	i	i
7	CC(C)(C)C(=O)Nc1ccc(S(=O)(=O)N2CCC(c3nc4ccccc4[nH]3)CC2)cc1	-8	i	i	i	i	i	i	i	1	i	i
8	Cc1ccc[n+](-c2[nH]c(=O)sc2/C=N/N=C(\[O-])c2cccnc2)c1	3	i	i	i	i	i	i	i	8	i	i
9	O=C(Nc1ccc(F)cc1)C1CCCN(S(=O)(=O)c2cccc3cccnc23)C1 (stereo unspecified)	7	i	i	i	i	i	i	i	-7	i	i
10	O=C(CN1CCCCC1)NNc1nc(-c2ccccc2)c2cc(Cl)ccc2n1	3	i	i	i	i	i	i	i	-1	i	i
11	CCc1cc(=O)oc2c(C)c(OC(C)C(=O)NCCCn3ccnc3)ccc12 (stereo unspecified)	-4	i	i	i	i	i	i	i	-2	i	i
12	O=S(=O)(NCc1cccnc1)c1ccccc1	0	i	i	i	i	i	i	i	-1	i	i
13	CC(OC(=O)Nc1cccc(Cl)c1)C(=O)O (stereo unspecified)	2	i	i	i	i	i	i	i	-2	i	i
14	Cc1ccc(Cl)c(OCC(=O)OCC(=O)NC2CCCc3ccccc32)c1 (stereo unspecified)	-1	i	i	i	i	i	i	i	1	i	i
15	CCCCNc1cc(Cl)nc(N)n1	.	i	i	i	i	i	i	i	-3	i	i
16	COc1cc2[nH]ccc(=O)c2cc1OC	2	i	i	i	i	i	i	i	12	i	i
17	CCOc1ccc(NC(=O)c2sc3nc(N4CCOCC4)c4c(c3c2N)CC(C)(C)OC4)cc1	3	i	i	i	i	i	i	i	1	i	i
18	CCNC(=O)C(=O)Nc1cc2c3c(c1)CCC(=O)N3CCC2	-1	i	i	i	i	i	i	i	1	i	i
19	O=C(CSCc1ccc(Cl)cc1)Nc1cccc(C(=O)O)c1	3	i	i	i	i	i	i	i	3	i	i
20	Fc1ccc(/C=N/n2c(-c3cccs3)n[nH]c2=S)cc1	0	i	i	i	i	i	i	i	-7	i	i
21	O=C1Nc2ccccc2CCC1Sc1nnc(-c2ccc(Cl)cc2)s1 (stereo unspecified)	-2	i	i	i	i	i	i	i	-16	i	i
22	COc1ccc(C(O)c2nc3ccccc3s2)cc1 (stereo unspecified)	2	i	i	i	i	i	i	.	-3	i	i
23	CC1=NN(C(N)=S)C(=O)C1N=Nc1cccc(Cl)c1 (stereo unspecified)	4	i	i	i	i	i	i	i	3	i	i
24	O=C(O)CCCC(=O)Nc1ccccc1Br	-2	i	i	i	i	i	i	i	-11	i	i
25	Oc1cnc2ccccc2c1CN1CCOCC1	-15	i	i	i	i	i	i	i	4	i	i
26	CC(OC(=O)c1cccc(-n2cnnn2)c1)C(=O)N(C)c1ccccc1 (stereo unspecified)	-6	i	i	i	i	i	i	i	-12	i	i
27	O=C(NCc1ccccc1)c1ccc(Cl)cc1	2	i	i	i	i	i	i	.	-5	i	i
28	COC(=O)c1ccccc1NC(=O)COC(=O)/C=C/c1ccco1	5	i	i	i	i	i	i	i	-3	i	i
29	CCNS(=O)(=O)c1ccc2nc(NC(=O)/C=C/c3cc(OC)c(OC)c(OC)c3)sc2c1	-3	i	i	i	i	i	i	i	0	i	i
30	O=C(c1ccc2ccccc2c1)C1CCCN(S(=O)(=O)c2cccnc2)C1 (stereo unspecified)	3	i	i	i	100*	i	i	i	-9	i	i
31	COc1ccc(C2c3c(C)nn(-c4ccccc4)c3NC(=O)N2c2ccccc2)cc1 (stereo unspecified)	1	i	i	i	i	i	i	i	1	i	i
32	COc1ccc(N=Cc2c(O)n(-c3ccc(OC)cc3)c(=O)c3ccccc23)cc1	4	i	i	i	i	i	i	i	-3	i	i
33	COC(=O)c1ccc(COC(=O)CNS(=O)(=O)c2ccc(C)cc2)cc1	-1	i	i	i	i	i	i	i	-6	i	i
34	CCN(CC)N=Nc1ccc(S(=O)(=O)Nc2nc(C)cc(C)n2)cc1	10&3	i	i	i	i	i	i	i	-4&-1	i	i
35	Cc1cc(-c2ccccc2)c2c3c(c(-c4ccccc4)n2n1)c(=O)n(C)c(=O)n3C	-2	i	i	i	i	i	i	i	6	i	i
36	CC(=O)c1nn(-c2cccc(Br)c2)cc1C(=O)c1ccco1	-27	i	i	i	i	i	i	i	-9	i	i
37	COc1ccc(OCC(=O)N2N=C(C(F)F)CC2(O)C(F)F)cc1 (stereo unspecified)	-1	i	i	i	i	i	i	i	12	i	i
38	COc1ccccc1C(=O)Nc1ccnn1C1CCN(Cc2cnn(C)c2C)CC1	.	i	i	i	i	i	i	i	-2	i	i
39	N#CCCN(CC(=O)O)S(=O)(=O)c1ccccc1	-1	i	i	i	i	i	i	i	-2	i	i
40	Cc1ccc(-c2csc3nnc(SCC(=O)NCc4ccc5c(c4)OCO5)n23)cc1	0	i	i	i	i	i	i	i	-3	i	i
41	O=C(NC(Cc1ccccc1)C(=O)O)/C(=C\c1ccco1)NC(=O)c1ccccc1Br (stereo unspecified)	4	i	i	i	i	i	i	i	-14	i	i
42	Cc1onc(-c2c(Cl)cccc2Cl)c1C(=O)NCc1ccc(S(N)(=O)=O)cc1	0	i	i	i	i	i	i	i	-1	i	i
43	CC(=O)Nc1ccccc1OC(C)C(=O)NC(C)c1ccc(F)cc1 (stereo unspecified)	0	i	i	i	i	i	i	i	2	i	i
44	C/C(=N\OC(=O)NC(C)C)c1sc(-c2ccc(Cl)cc2)nc1C	0	i	i	i	i	i	i	i	22	i	17*
45	Cc1c(C(=O)NC(c2ccccn2)C(F)(F)F)oc2c(F)cccc12 (stereo unspecified)	-1	i	i	i	i	i	i	i	3	i	i
46	CC(C)(C)c1ccc(CS(=O)CC(O)CO)cc1 (stereo unspecified)	1	i	i	i	i	i	i	i	0	i	i
47	CC1=NN(c2ccc(S(=O)(=O)O)cc2Cl)C(=O)C1	2	i	i	i	i	i	i	i	-11	i	i
48	CC(=O)/C(N=Nc1cc2c(c([N+](=O)[O-])c1C)C(C)(C)CC2(C)C)=C(\C)O	-1	i	i	i	i	i	i	i	-15	i	9.4*
49	CCOC(=O)c1c(NC(=O)C2=C(C)NC(=S)NC2c2ccccc2C(F)(F)F)sc(C)c1C (stereo unspecified)	.	i	i	i	i	i	i	i	20	i	i
50	Cc1csc(NC(=O)C2CCCC2)n1	0	i	i	i	i	i	i	i	-1	i	i
51	CCc1noc(C)c1C(=O)N(CCOC)c1c(N)n(CC(C)C)c(=O)[nH]c1=O	1	i	i	i	i	i	i	i	1	i	i
52	O=C(N/N=C/c1ccccc1F)c1ccc(COc2ccccc2Cl)o1	4	i	i	i	i	i	i	i	2	i	i
53	CNC(=O)C(=O)N/N=C/c1cccnc1	3	i	i	i	i	i	i	i	2	i	i
54	Nc1c(S(=O)(=O)O)cc(NC(=O)c2ccccc2)c2c1C(=O)c1ccccc1C2=O	1	i	i	i	i	i	i	i	21	i	i
55	Cc1noc2ncnc(N3CCN(c4cccc(Cl)c4)CC3)c12	3	i	i	i	i	i	i	i	-6	i	i
56	CCOc1cc(CO)ccc1OCC(=O)N1CCCCC1	-1	i	i	i	i	i	i	i	-5	i	i
57	Cc1c(CN2CCC(C(=O)Nc3ccc(Oc4ccccc4)nc3)CC2)cnn1C	2	i	i	i	i	i	i	i	-4	i	i
58	COC(=O)c1ccc(CN2CCCC(C(=O)Nc3ccc(-c4ccn[nH]4)cc3)C2)cc1 (stereo unspecified)	5	i	i	i	i	i	i	i	9	i	i
59	CCC(=O)Nc1cccc2cccnc12	-3	i	i	i	i	i	i	i	0	i	i
60	Cc1nc(CN2CCCC2=NC#N)n(-c2ccccc2)n1	-3	i	i	i	i	i	i	i	1	i	i

# The listing continues:
no.	canonical_smiles	HDAC3 inhib	MrgX1 agonist	RGS4 act	RGS4 inh	ANO1 block	MrgX1 antag	TRPC6 inhibitor	ANO1 activ	SKKanGAS inh	TRPC6 activator	MrgX1 PAM
61	COc1ccc2nc(SCC(=O)Nc3ccccc3C#N)[nH]c2c1	0	i	i	i	i	i	i	i	-7	i	i
62	CC1(c2ccc3ccccc3c2)NC(=O)N(CC(=O)N2CCC(C(N)=O)CC2)C1=O (stereo unspecified)	4	i	i	i	i	i	i	i	-4	i	i
63	Cc1nc(CCNC(=O)c2cccs2)cs1	4	i	i	i	i	i	i	i	-13	i	i
64	CCOc1cc(CNCC2CCCN2CC)cc(Cl)c1OC (stereo unspecified)	-3	i	i	i	i	i	i	i	-1	i	i
65	COCCn1c(N)c(C(=S)NC(=O)c2cccs2)c(=O)[nH]c1=O	.	i	i	i	i	i	i	i	-7	i	i
66	CCOC(=O)c1c(NC(=O)c2ccncc2)sc(C)c1C	6	i	i	i	i	i	i	i	-5	i	i
67	O=C(Cc1c[nH]c2ccccc12)N1CCc2ccccc21	7	i	i	i	i	i	i	i	11	i	i
68	CCC(C(=O)NCCc1ccccc1)c1ccccc1 (stereo unspecified)	7	i	i	i	i	i	i	i	-5	i	i
69	COc1ccc(C(=O)N2CCN(c3c(C)cccc3C)CC2)cc1OC	14	i	i	i	i	i	i	i	-3	i	i
70	COC(=O)c1ccccc1NC(=O)C1CC(c2ccccc2O)=NO1 (stereo unspecified)	0	i	i	i	i	i	i	i	-5	i	i

# Source: PubChem (several laboratories)
